SKN-1 block: blocks SKN-1 activity in C. elegans | C. elegans VP596 Pgst-4::GFP/RFP ratio, acrylamide-induced, 24 h | inhibition, % at 21.8 µM | 0.49% of 360,000 active | AID 624304;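 active = interference check ratio from 0.5 to 1.5 plus GFP to RFP signal ratio inhibition reaching or exceeding a fixed threshold, cut at about 30% in these data, passing the limit was not always enough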; also: some compounds called inactive have numbers as strong as hits
Tb MetRS inh: blocks T. brucei methionyl-tRNA synthetase activity; purified T. brucei MetRS, ATP depletion, Kinase-Glo luminescence; inhibition, % at 11.9 µM; 0.4% of 360,000 active; AID 624268;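 active = inhibition above a per-plate cutoff of the control wells' mean inhibition plus 3 SD, cut at about 5.5% in these data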;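 also: 0% = DMSO wells median and 100% = median of wells with control inhibitor compound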
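Material: parasite MetRS enzyme / Replication: singlicate, one well per compound / Signal: luminescence of leftover ATP / Schedule: 2 h aminoacylation at 25 °C after 15 min preincubation / Medium: HEPES-MgCl2-KCl buffer plus DTT, spermine, BSA, pyrophosphatase / Doses: 11.9 µM single point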
FAS TE block: FAS thioesterase (human) inhibition; recombinant FAS-TE, OMFH fluorogenic substrate, fluorescence endpoint; inhibition, % at 15 µM; 0.67% of 360,000 active; AID 602261;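 active = compounds whose normalised, plate-corrected inhibition of enzyme fluorescence in the single-dose primary screen is 50% or more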;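 also: 0% = DMSO with enzyme and 100% = substrate without enzyme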
MsrA inh: inhibitors of bovine MsrA; purified bovine MsrA, absorbance read-out; 0.75% of 360,000 active; inhibition, % at 15.5 µM; in the data active = inhibition above about 4.5%;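 also: 0% = vehicle wells with enzyme and 100% = reference inhibitor wells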
CendR NRP1 mod: alters CendR peptide binding to human NRP-1; O14786; FAM-RPARPAR peptide binding to NRP-1, fluorescence polarization; inhibition, % at 25 µM; 0.85% of 360,000 active; AID 602438;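 active = inhibition or corrected inhibition above about 18%, plus a signal ratio from 0.5 to 1.5, limit read from the data, passing the limit was not always enough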; also: strong numbers were not always called active
MT1-MMP act inh: MT1-MMP (human) activation inhibition | HT1080 RFP-PRO-GFP cells, GFP/RFP ratio fluorescence, overnight; percent of plate control window, DMSO zero | GFP/RFP ratio change, % at 20 µM | 0.061% of 360,000 active;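 active = GFP/RFP ratio change of at least 30% with cell ATP level not reduced by more than half and red fluorescence within 50% of control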; also: strong numbers were not always called active
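Assay system – RFP-PRO-GFP reporter HT1080 cells · Compound dosing – single dose of 20 µM compound, 1% DMSO final · Incubation – overnight compound exposure at 37 °C · Measure – GFP/RFP fluorescence ratio · Benchmarks – DMSO wells and RFP-L50D-GFP cells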
PABP1 MLLE inh: inhibitors of microRNA-mediated deadenylation, human PABP1 MLLE binding; GST-MLLE / FITC-PAM2 fluorescence polarization; inhibition, % at 20 µM; 0.36% of 360,000 active; AID 588489; in the data active = inhibition above about 35%, passing the limit was not always enough;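 also: plate controls were DMSO wells with GST-MLLE for no effect and wells lacking GST-MLLE protein for full effect; some results filed as inactive read as strong as hits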
Target sequence (P11940 whole entry, looked up): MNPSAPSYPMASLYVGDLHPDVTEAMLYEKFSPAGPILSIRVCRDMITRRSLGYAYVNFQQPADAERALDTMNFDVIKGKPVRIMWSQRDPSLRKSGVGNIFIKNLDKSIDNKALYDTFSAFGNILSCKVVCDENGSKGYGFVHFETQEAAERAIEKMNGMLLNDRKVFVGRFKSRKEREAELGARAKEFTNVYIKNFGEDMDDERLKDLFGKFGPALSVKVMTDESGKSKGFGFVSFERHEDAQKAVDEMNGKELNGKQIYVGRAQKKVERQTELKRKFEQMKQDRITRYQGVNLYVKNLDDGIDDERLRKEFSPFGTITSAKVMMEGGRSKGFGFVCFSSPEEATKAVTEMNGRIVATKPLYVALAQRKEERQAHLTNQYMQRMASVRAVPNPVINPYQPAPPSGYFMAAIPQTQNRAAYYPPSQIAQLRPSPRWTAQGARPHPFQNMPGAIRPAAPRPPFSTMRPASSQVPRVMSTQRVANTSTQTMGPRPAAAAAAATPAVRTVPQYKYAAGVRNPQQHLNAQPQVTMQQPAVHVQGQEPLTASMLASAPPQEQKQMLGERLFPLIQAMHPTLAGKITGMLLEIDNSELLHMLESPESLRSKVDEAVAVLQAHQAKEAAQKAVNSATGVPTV
MsrA act: bovine methionine sulfoxide reductase A activation. activation, % at 10.6 µM. AID 602163. 0.3% of 360,000 active. purified bovine MsrA, absorbance read-out; in the data active = activation above about 7.5%;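 also: 0% = vehicle and 100% = reference activator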
E coli Lon inh: inhibits E. coli Lon protease; inhibition, % at 7.94 µM; purified E. coli Lon protease, fluorescence polarization; 0.42% of 360,000 active; P0A9M0; in the data active = inhibition above about 13%, passing the limit was not always enough;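 also: 0% = enzyme with probe and DMSO and 100% = no enzyme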
* marks the source's active call; other numbers are inactive results; . = no result given.

Each structure is followed by: Tb MetRS inh, FAS TE block, E coli Lon inh, SKN-1 block, CendR NRP1 mod, MsrA inh, MsrA act, MT1-MMP act inh, PABP1 MLLE inh
Nc1nc(SCc2ccc(Cl)cc2)ns1
    0.2, -4, -7, 21, 14, 0.5, 3, 0, 4
Cc1cc(NS(=O)(=O)c2ccc(NC(=O)/C=C/c3ccco3)cc2)nc(C)n1
    -0.5, -5, -17, -14, -42, 6.7*, -10, 6, -5
C(=N\Nc1ccccn1)/c1cccnc1
    -0.4, -6, 1, -1, 4, 5.6*, -1, -5, -8
Cc1c(NC(C)C)c(=O)n(-c2ccccc2)n1C
    -0.6, -4, -2, 1, 3, 1.4, -3, 0, -6
CC(C)Oc1ccc(C(=O)NC(=S)N2CCOCC2)cc1
    -0.4, -11, 2, 4, 4, 0.0, -3, 5, -22
CC(C)(C)C(=O)c1c(N)[nH]c(C(=O)c2ccccc2)c1-c1c(F)cccc1F
    -1.1, 4, -3, 16, -2, -0.8, -5, 1, .
O=C1c2ccccc2C(=O)N1CC(O)CNc1ccc(Br)cc1 (centres undefined)
    -0.1, -11, -8, 10, -18, -0.6, -4, 2, -3
Cc1oc(-c2cccs2)cc1C(=O)N1CCCC(C)(C(=O)O)C1 (centres undefined)
    0.0, -8, 10, 6, -2, 0.5, 0, -3, -2
C[C@@H]1CCCCO[C@H](CN(C)S(=O)(=O)c2ccccc2)[C@@H](C)CN([C@H](C)CO)C(=O)c2cc(NC(=O)Cc3ccccc3)ccc2O1
    -1.4, 4, -8, 9, -6, 2.0, -5, -1, 2
CC(=O)n1nc(-c2ccccc2)nc1NCc1cccs1
    0.3, 11, 11, 8, -2, -0.7, -3, 1, 10
COc1cccc(CC(=O)OCC(=O)c2cc(OC)ccc2OC)c1
    -0.3, 11, 1, -2, 11, 1.2, -4, 3, 9
O=C(/C=C/c1ccccc1)OCCCCN=C1NS(=O)(=O)c2ccccc21
    -0.5, 2, -1, -4, 0, -0.3, 4, 3, -11
O=C(NCc1ccccc1)c1ccc2c(c1)C(=O)N(Cc1ccncc1)C2=O
    -0.5, -32, 3, -4, -7, -1.5, -3, 4, 4
C=CCc1cccc(/C=C/c2cc(=O)c3ccccc3[nH]2)c1O
    6.4*, -6, -16, 1, -9, 3.2, -1, -9, -12
CCCc1cn(S(=O)(=O)c2ccc(OC)cc2OC)nc1N
    -0.7, 0, 5, 0, 0, -0.6, -6, 3, -9

Exported bar-delimited: entries from further up
Compound | Tb MetRS inh | FAS TE block | E coli Lon inh | SKN-1 block | CendR NRP1 mod | MsrA inh | MsrA act | MT1-MMP act inh | PABP1 MLLE inh
CCCc1cn(S(=O)(=O)c2ccc(OC)cc2OC)nc1N | -0.7 | 0 | 5 | 0 | 0 | -0.6 | -6 | 3 | -9
C(=N\Nc1ccccn1)/c1cccnc1 | -0.4 | -6 | 1 | -1 | 4 | 5.6* | -1 | -5 | -8

Remaining list, next part.
Each structure is followed by: Tb MetRS inh, FAS TE block, E coli Lon inh, SKN-1 block, CendR NRP1 mod, MsrA inh, MsrA act, MT1-MMP act inh, PABP1 MLLE inh
O=C(Nc1ccc(F)cc1)C(c1ccccc1OC(F)(F)F)N1CCN(C(=O)c2ccco2)CC1 (centres undefined)
    -0.4, ., ., 15, 2, -1.1, ., 2, .
Cc1ccc(CCN2CC(C(=O)NC(C)C)CC2=O)cc1 (centres undefined)
    -0.9, -4, 11, -7, 6, 1.0, -3, 3, -1
COC(=O)Cc1c(C)nc2nc(NCc3cccc([N+](=O)[O-])c3)[nH]n2c1=O
    0.9, -7, 5, -18, -11, 0.7, -1, -1, 6
Cn1cc(Br)c(C(=O)Nc2sc3c(c2C(N)=O)CCC3)n1
    -0.4, 7, 0, 21, -14, 2.6, -6, 8, 15
COC(=O)c1oc2nc(C)cc(C)c2c1N
    -0.5, -6, -9, -6, -232, 1.2, -5, 1, -4
C/C(=C\C(=S)Nc1ccccc1)Nc1cccc2ccccc12
    0.3, 5, -7, 16, -8, 0.4, -4, 4, 39
O=C(CSc1ccccc1C(=O)O)NC1CCCCCCC1
    0.4, -2, -2, 10, 0, -0.3, -2, -2, 3
CC(=O)c1cccc(NC(=O)C(C)OC(=O)CCN=C2NS(=O)(=O)c3ccccc32)c1 (centres undefined)
    -0.2, -2, 57, 12, 3, -0.8, 0, 2, 8
O=C(NC1CCCCC1)C(C1CC1)N1CCc2ccccc2C1 (centres undefined)
    -0.7, -4, -1, 2, 4, -1.7, -2, 4, 13
CN(C)CCNC(=O)c1ccc(Cl)c2cc3ccccc3nc12
    0.0, -3, 0, -21, 10, -0.2, -5, -9, 18
CC(C)Cc1ccc(CN2CCCC(NC(=O)CCn3cnnn3)C2)cc1 (centres undefined)
    -0.3, -3, -4, 8, 12, 2.5, -2, 0, 3
CCOC(=O)C1=C(COC(=O)c2cc(S(=O)(=O)N(C)C)ccc2C)NC(=O)NC1C (centres undefined)
    0.1, 18, -1, 2, -2, -0.3, -11, ., -10
Cc1cc(N(CC(=O)O)S(C)(=O)=O)ccc1Br
    -1.2, -8, -6, 26, -4, -0.8, -3, -4, -3
O=C(Nc1ccc(F)cc1)c1cnc(-c2ccccc2)nc1-c1ccccc1
    -0.3, 8, -8, -10, 2, -0.3, -2, 8, -3
COc1ccc(Sc2nnc(Cc3ccccc3)c3ccccc23)cc1
    -1.3, 25, -7, 6, 10, -0.4, -7, 1, 40*
Cc1ccccc1NC(=S)N1CCN(Cc2ccc3c(c2)OCO3)CC1
    -0.3, -7, 5, 5, 30*, 1.6, -2, -2, -71
O=C(c1cccc(C(F)(F)F)c1)C1CCCN(C(=O)Cn2cncn2)C1 (centres undefined)
    -0.5, -4, 0, 15, 1, 2.5, -1, 1, 3
C1CN=C(NC23CC4CC(CC(C4)C2)C3)C1
    0.2, 1, -3, 3, 8, -1.4, -4, 3, 4
COC(=O)c1c(NC(=O)CSc2nc3ccccc3c(=O)n2-c2ccccc2)sc(C)c1C
    -0.5, 27, 9, -5, 1, 0.1, 0, -4, 4
COc1cc2c(cc1OC)C(c1cccs1)N(C(=O)c1cccnc1)CC2 (centres undefined)
    0.3, 1, -6, 1, 3, -0.8, -1, -3, -12
COc1ccc(CNC(=O)COC(=O)c2c[nH]c(=O)[nH]c2=O)cc1OC
    -0.2, -1, -9, -21, 2, -0.2, -4, 4, 1
O=C(COC(=O)/C=C/c1ccc([N+](=O)[O-])cc1)NC1CCCCC1
    -0.1, 7, -9, -17, 15, 0.7, -12, 2, -8
Cc1cccc(C(=O)NCC(=O)N(C)Cc2nc3ccccc3c(=O)[nH]2)c1
    -0.2, -5, -5, 5, -2, -0.5, -1, 0, 3
COc1ccc(C(=O)NCc2nnc(SCC(=O)Nc3cccc(OC)c3)o2)cc1
    -0.6, -7, 4, 7, 13, -0.7, -5, 2, 4
O=C(CCCCCn1c(SCC(=O)c2ccccc2)nc2ccccc2c1=O)NCc1ccco1
    -1.4, -4, 0, -27, -12, 2.1, -12, -4, -29
CN1CCN(Cc2c(O)ccc3c2oc(=O)c2ccccc23)CC1
    -0.1, -8, 11, 28, -1, 1.4, 0, 6, 7
C=CCOc1ccc(Br)cc1/C=C1/SC(=Nc2ccc(C(=O)O)cc2)NC1=O
    -0.1, 2, -9, 2, -144, 1.1, -1, -7, -23
CCOC(=O)C1=C(CC)Nc2ccccc2N=C1N
    1.1, 0, 3, -5, 0, 1.6, -1, -1, -5
O=C(COc1ccccc1Cl)Nc1ccc2c(c1)C(=O)NC2=O
    -0.5, -1, 1, 4, -6, -0.5, -8, -2, -2
N/C(=N\c1nc2c(c(=O)[nH]1)CCCC2)Nc1ccccc1
    -0.8, -5, 0, -8, -11, -0.7, -10, 5, -4
COc1ccc(-n2c(C)nnc2SCC(=O)NC2CC2)cc1
    -0.3, -2, -6, 3, 8, -0.3, -2, 2, -13
Cc1ccc(NC(=O)c2cccc(N3C(=O)C4C5CCC(C5)C4C3=O)c2)c(C)c1 (centres undefined)
    -0.9, -6, 5, 1, 0, -1.7, -2, 3, 0
CNS(=O)(=O)c1cc(Br)ccc1S(=O)c1ccccc1C(=O)O (centres undefined)
    -0.3, -9, -1, 9, 2, 0.5, -1, -4, 7
Cc1cccc(C)c1NC(=O)C(c1ccc([N+](=O)[O-])cc1)N(C)C(=O)c1ccccn1 (centres undefined)
    -0.5, 9, -2, 4, -5, 0.8, -6, 3, 6
Cc1ccc2nc(C3CCCCC3)[nH]c2c1
    -0.4, -5, -3, 22, -13, -0.8, 0, -3, -26
CCCCC(CC)C(=O)Nc1ccc(S(=O)(=O)N2CCCC2)cc1 (centres undefined)
    -1.4, 18, 8, 1, -7, -0.1, -4, -5, -10
CCCNC(C)(C)COC(=O)c1ccccc1
    -1.7, -10, -8, -8, -6, -2.2, -13, -2, -4
O=C1Cc2cc(S(=O)(=O)N3CCN(c4ccc(C(=O)O)cc4)CC3)ccc2N1
    0.3, -7, -10, -2, -16, 2.1, -2, 3, -1
COc1ccc(CCN(Cc2ccccn2)C(=S)Nc2ccccc2F)cc1OC
    1.0, -5, -5, -5, 0, -0.6, 1, 0, -19
c1ccc(CNC2=NCCCCC2)cc1
    -0.9, -8, -3, -1, 13, 0.9, -3, 1, -10
O=C(O)c1ccc(S(=O)(=O)c2ccc3c(c2)C(=O)N(NC(=O)c2ccccc2)C3=O)cc1
    0.0, 2, -2, -13, -27, 2.4, -3, -6, -8
COc1ccc(Nc2c3c(nc4ccc(C)cc24)CCC3)cc1
    -0.1, 0, 0, 17, -19, 0.1, -2, -1, -6
Cc1c(Cl)cccc1NC(=O)CCCN1C(=O)c2cccnc2C1=O
    1.0, -2, 0, 3, -8, -0.5, -2, 1, -1
COc1cc(C(=O)NCCNc2nc3c(C)cccc3cc2C#N)cc(OC)c1OC
    -0.1, -8, -2, 11, 12, 0.8, -2, 8, -10
CN1CCN(NC(=O)c2ccc(F)cc2)CC1
    -1.0, -8, 1, -7, 12, -1.0, -11, -4, 3
Cc1ccc(S(=O)(=O)n2nc(-c3ccco3)nc2SCc2ccccc2)cc1
    0.3, 2, -2, -4, -29, 1.1, 1, -10, -17
O=C(CN(C(=O)c1ccc(Cl)cc1)C1CCCCC1)Nc1ccc(Cl)c([N+](=O)[O-])c1
    -0.7, 76*, -13, -1, -10, -0.5, -1, -2, -8
Cc1ccc2nc(SCC(=O)Nc3ccc(F)cc3)nc(=O)n2c1
    -0.2, -2, 8, 1, -10, 3.2, -5, -2, 5
COc1cccc(-c2nnc(NC(=O)Cc3cccs3)s2)c1
    0.5, -8, -16, 11, 6, 0.4, -3, 1, -6
COc1cc2c(c(OC)c1OC)-c1ccc(NC(=O)c3ccccc3)c(=O)cc1[C@@H](NC(C)=O)CC2
    -1.1, -3, 1, -20, 1, 2.2, -8, -2, -12
COC(=O)CCC(=O)OC1(C)C(=O)C=C2C=C(C3CC3)N(CCc3ccccn3)C=C2C1=O (centres undefined)
    -0.3, -13, 24, 7, 30*, 0.8, -5, -3, 23
COc1ccc(CCN2C(=O)c3cccnc3C2=O)cc1OC
    -0.5, -7, -4, -19, 1, 0.0, 0, 2, -4
CC(C)(C)n1nc2c(c1NC(=O)c1ccco1)CS(=O)C2 (centres undefined)
    -0.3, -2, -7, -5, 6, 0.5, 0, 2, 1
Cc1ccc(C(C)C)c(OCc2n[nH]c(=S)o2)c1
    0.1, 2, -1, -20, -5, -0.1, 2, 4, -67
CS(=O)(=O)c1cnc2c(-c3ccc(F)cc3)cnn2c1N
    -0.4, -3, -7, 8, 2, 1.2, -2, 7, 10
COc1cccc(NC(C)C(=O)Nc2cc([N+](=O)[O-])ccc2Cl)c1 (centres undefined)
    -0.9, 56*, 17, -2, 2, -0.7, -6, 5, 4

High-throughput results from PubChem.
